High-throughput results (PubChem)
Vif-A3F inh: Vif-A3F binding inhibition. AID 602313. Potency, µM (doses to about 46.1 µM), inactives show top-dose activity, negative = active. 0.2% of 390,000 active. HeLa A3F-eYFP + Vif (tagged APOBEC3F with the HIV-1 protein that degrades it), YFP fluorescence increase; further: potency means the concentration at half of the fitted maximal effect; % of control where 0% means no effect; nearly all actives have a fitted effect of over 65% in size
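HeLa cells stably expressing Vif plus C-terminally eYFP-tagged A3F were seeded, incubated overnight at 37 deg C, dosed with compound, incubated overnight again at 37 deg C. Yellow fluorescence (Ex 488/Em 500-530) reported blocked Vif-mediated A3F-eYFP degradation.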
Vif-A3G inh: inhibitors of Vif-APOBEC3G interaction; Q9HC16; HeLa A3G-eYFP + Vif (tagged APOBEC3G with the HIV-1 protein that degrades it), YFP fluorescence, overnight; Potency, µM (doses to about 46.1 µM), for inactives: at the top dose activity, negative = active, hits mostly inhibitors; 0.076% of 410,000 active; AID 602310;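 further: potency means the concentration at half of the fitted maximal effect; on the % scale 0 is the no-effect control and ±100 the full control effect; nearly all actives have a fitted effect of over 60% in size; hits raise eYFP signal because A3G escapes Vif-driven loss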
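Read-out is eYFP fluorescence (Ex 488/Em 500-530) from Vif-expressing HeLa A3G-eYFP cells; more signal means A3G escaped Vif-mediated degradation. Cells plated overnight, compound pinned in, incubated overnight at 37 deg C.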
LDHA inh: LDHA (human) enzyme inhibition | purified LDHA, NADH/diaphorase-resazurin fluorescence; stronger effect = lower value | activity change, % (values are at about 110 or 230 µM) | 0.15% of 480,000 active; in the data active means activity change below about -30%; inconclusive means mostly about -25% to -30%;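 further: plate controls were DMSO wells for no effect and wells without enzyme for full effect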
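Human LDH5 (2 nM) was incubated with 0.06 mM NADH and 0.2 mM pyruvate for 5 min at room temperature in Tris pH 7.4. Remaining NADH was coupled through diaphorase/resazurin, and resorufin fluorescence was read at 0 and 20 min.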
TrxR1 inh: inhibitors of rat thioredoxin reductase 1; recombinant rTrxR1, NADPH fluorescence consumption, selenite substrate; Potency, µM (titrated, usually from 114 µM), inactives show top-dose activity change, negative = inhibition, hits mostly inhibitors; 1% of 390,000 active; AID 588453; further: potency means the concentration at half of the fitted maximal effect; on the % scale 0 is the no-effect control and ±100 the full control effect; nearly all actives have a fitted effect of over 65% in size
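Rat TrxR1 (90 nM in the dispensed reagent) was pre-reduced with 400 uM NADPH for 5 min at room temperature, then incubated with compound for 15 min. After 400 uM selenite was added, NADPH fluorescence (Ex 340/Em 450 nm) was followed for 8 min.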
mIDH1 inhibitor: human IDH1 R132H inhibition. AID 602179. O75874. 0.093% of 390,000 active. Potency, µM (top dose mostly 76.6 µM), without a hit: at the highest dose activity change, negative = inhibition, hits mostly inhibitors. IDH1-R132H enzyme, NADPH consumption, diaphorase/resazurin fluorescence; further: potency means the concentration at half of the fitted maximal effect; on the % scale 0 is the no-effect control and ±100 the full control effect; nearly all actives have a fitted effect of over 65% in size
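IDH1-R132H (0.5 ug/mL) preincubated 30 min with compound, then NADPH (0.016 mM) and alpha-KG (2 mM) added; 80 min at RT, pH 7.5. Remaining NADPH coupled via diaphorase/resazurin to fluorescence (540/590 nm); concentration-response curves normalized to no-enzyme control.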
RGS4 inhibitor: human RGS4 inhibition | P49798 | Transcreener GDP fluorescence polarization, RGS4-accelerated GTP hydrolysis | Potency, µM (series often up to 114 µM), for inactives: at the highest dose activity change, negative = inhibition, most hits filed as inhibitors | 0.039% of 390,000 active | AID 504845; further: potency means the concentration at half of the fitted maximal effect; on the % scale 0 is the no-effect control and ±100 the full control effect; nearly all actives have a fitted effect of over 75% in size; some results filed as inactive show a strong effect at the top dose
Target sequence (P49798 whole entry, looked up): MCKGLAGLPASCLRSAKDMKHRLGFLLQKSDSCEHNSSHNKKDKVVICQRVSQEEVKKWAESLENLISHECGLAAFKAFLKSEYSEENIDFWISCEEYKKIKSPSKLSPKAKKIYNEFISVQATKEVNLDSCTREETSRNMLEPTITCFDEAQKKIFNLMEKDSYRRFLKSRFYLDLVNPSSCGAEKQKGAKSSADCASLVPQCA
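MLSMR compounds (23 nl, pin-transferred) preincubated 10 min at room temperature with a 500nM (2x) first reagent, then RGS4 at 900nM (2x) plus Transcreener GDP mix added; fluorescence polarization (620/688 nm) read before and after 90 min at 30 °C.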
USP1 inh: USP1/UAF1 (human) deubiquitinase inhibition. O94782. recombinant USP1/UAF1, Ub-Rhodamine cleavage fluorescence. Potency, µM (doses to about 57.1 µM), for inactives: at the highest dose activity change, negative = inhibition, most hits filed as inhibitors. 0.23% of 390,000 active. AID 743255; further: potency means the concentration at half of the fitted maximal effect; on the % scale 0 is the no-effect control and ±100 the full control effect; nearly all actives have a fitted effect of over 60% in size; inactives centre near -12
Target sequence (O94782 whole entry, looked up): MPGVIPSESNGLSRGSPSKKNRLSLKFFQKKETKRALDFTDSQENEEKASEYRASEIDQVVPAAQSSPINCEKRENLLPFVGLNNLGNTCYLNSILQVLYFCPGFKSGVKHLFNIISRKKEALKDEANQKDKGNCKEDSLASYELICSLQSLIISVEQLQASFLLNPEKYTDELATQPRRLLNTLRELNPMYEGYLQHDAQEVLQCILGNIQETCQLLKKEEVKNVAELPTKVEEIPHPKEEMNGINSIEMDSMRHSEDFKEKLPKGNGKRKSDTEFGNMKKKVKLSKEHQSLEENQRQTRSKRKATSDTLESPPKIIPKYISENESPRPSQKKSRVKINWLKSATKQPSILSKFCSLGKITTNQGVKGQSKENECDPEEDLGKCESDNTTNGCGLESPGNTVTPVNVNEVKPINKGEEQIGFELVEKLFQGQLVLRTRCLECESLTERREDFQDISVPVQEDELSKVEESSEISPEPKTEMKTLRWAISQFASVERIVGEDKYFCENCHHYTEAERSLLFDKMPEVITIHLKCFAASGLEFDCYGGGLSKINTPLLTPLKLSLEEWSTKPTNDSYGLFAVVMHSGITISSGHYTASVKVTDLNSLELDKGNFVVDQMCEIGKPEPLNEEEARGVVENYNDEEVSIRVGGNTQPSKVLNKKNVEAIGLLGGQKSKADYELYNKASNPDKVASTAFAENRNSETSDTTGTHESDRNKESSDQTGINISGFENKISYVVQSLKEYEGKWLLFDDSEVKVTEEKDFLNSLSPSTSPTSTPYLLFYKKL
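High-throughput fluorogenic screen: 1nM USP1/UAF1 complex, Ub-Rho substrate 150nM final, 50mM HEPES pH 7.8 with 0.5mM EDTA, 0.1 mg/ml BSA, 1mM TCEP and 0.01% Tween-20.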
TrxR1 substrate: rat thioredoxin reductase 1 substrate activity | O89049 | purified TrxR1 substrate turnover, NADPH consumption readout | Potency, µM (series often up to 114 µM), for the others: at the highest dose activity change, negative = substrate turnover | 0.01% of 390,000 active | AID 588456; further: potency means the concentration at half of the fitted maximal effect; on the % scale 0 is the no-effect control and ±100 the full control effect; nearly all actives have a fitted effect of over 50% in size
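Rat TrxR1, dispensed at 90 nM, was prereduced with 400 uM NADPH (final) for 5 min at ~22 deg C, then incubated with compound 15 min before 400 uM selenite. A first-read NADPH fluorescence drop versus no-compound background flagged substrates.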
Glioma ERSR ind: induces the endoplasmic reticulum stress response in human glioma cells | 0.02% of 420,000 active | Potency, µM, without a hit: at the top dose activation, usual class: activators | U87-MG GRP78 promoter luciferase reporter, 16 h | AID 602332; further: potency means the concentration at half of the fitted maximal effect; series mostly up to about 76 µM; % of control where 0% means no effect; nearly all actives have a fitted effect of over 35% in size
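Stably transfected U87-MG human glioma cells carrying a GRP78-based luminescent sensor were seeded at 1000 cells/well, pin-dosed with compounds and incubated 16 h. Luciferase reagent was then added, and end-point luminescence was read after 10 min at room temperature.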
An asterisk follows results filed as active; ? = inconclusive; nt = not tested or not shown; & = joins results of further samples; [ ] = remark or other dose. Unless noted, the call rests on the fitted dose curve; in most records, active means well fitted curve in the direction sought with a large enough effect; inconclusive means small, poorly fitted or top-dose-only effect, or another doubt; inactive means no such curve, though single readings can be large; an effect the other way counts as inactive or inconclusive. Only part of the results is shown. The share of hits here may be higher or lower than overall.

SMILES | Vif-A3F inh | Vif-A3G inh | LDHA inh | TrxR1 inh | mIDH1 inhibitor | RGS4 inhibitor | USP1 inh | TrxR1 substrate | Glioma ERSR ind
CCc1ccccc1NC(=O)[C@@H](c1ccccc1)N1Cc2ccccc2C1=O | 3% | -6% | -1 | 5% | -6% | -1% | -15% | 0% | -2%
O=C(/C=C/c1nc2ccccc2s1)N1CCCCCC1 | -2% | -7% | -10 | 4%[57.1 µM] | 22% | -2% | -23% | -1%[57.1 µM] | -2%
CC(C)c1cccc(C(C)C)c1NC(=S)Nc1cccc(Cl)c1 | ? | 0% | -2 | 5%[57.1 µM] | 5% | -28% | -11% | -6%[57.1 µM] | -1%
O=C(c1cccc(S(=O)(=O)Nc2ccccc2Cl)c1)N1CCCCCC1 | -2% | -4% | -10 | -7% | -3% | 17% | 1% | -3% | -2%
CCCn1c(/C=C/c2cc[n+](C)cc2)nc2ccccc21 | 0% | 1% | -12 | -17% | 23% | -43% | -12% | 10% | 1%
Cc1ccc(NC(=O)CSCC(=O)O)cc1 | 3% | -1% | 0 | 10% | 7% | -3% | -20% | 7% | -3%
O=C(/C=C/c1ccc([N+](=O)[O-])cc1)NCc1ccc2c(c1)OCO2 | 3% | 3% | 1 | 12% | 1% | 0% | -13% | 2% | 1%
CCN(c1ccccc1)S(=O)(=O)c1cc2c3c(c1)C(C)C(=O)N3CCC2 (stereo not drawn) | -4% | 6% | 0&0 | -4% | -7% | -23% | -28% | -6% | -9%
COc1cccc(/C=N/n2cnc3c(cnn3-c3ccccc3)c2=O)c1 | 12% | 1% | -6 | 2%[57.1 µM] | 6% | -5% | -5% | 2%[57.1 µM] | -1%
O=C1OC(c2ccccc2)/C(=C(/O)c2ccc(Cl)cc2)C1=O (stereo not drawn) | -4% | -8% | 4 | ? | 12% | -7% | -15% | -8% | 5%
Cc1cc(S(=O)(=O)/N=C(\N)c2ccc(C(N)=O)cc2)cc(C)c1F | 2% | -2% | -1 | 7%[57.1 µM] | -1% | -14% | -10% | 0%[57.1 µM] | -4%
CC(C)Cn1c(CN2CCN(C)C(CCO)C2)nc2ccccc21 (stereo not drawn) | -1% | -2% | 1 | -10% | 4% | -5% | -21% | 2% | 2%
O=C(Nc1ncccn1)c1ccc(Cl)c([N+](=O)[O-])c1 | -3% | ? | 0 | -2% | -2% | 29% | 3% | -2% | -3%
COc1ccc(CNC(=O)N2CCN(c3ccc(F)cc3)CC2)cc1Cl | -19% | -3% | -4 | 24% | 7% | 1% | -21% | 3% | -2%
CCCCOC(=O)c1ccc(NC(=O)C(=O)NCC2CCCO2)cc1 (stereo not drawn) | 1% | -1% | 2 | 15% | 3% | 9% | -6% | 0% | 2%
CC(C)(C)c1ccc(NC(=O)NCc2ccco2)cc1 | -1% | -11% | -13 | 12% | -1% | 28% | ? | 3% | 8%
CN(CC(=O)Nc1ccc(F)cc1)C(=O)c1ccc(OCc2ccccc2)cc1 | ? | 1% | -2 | 1% | 4% | 14% | -4% | -8% | 1%
Nc1ccccc1Nc1cc(-c2cccc(Cl)c2)nn1-c1ccccc1 | 2% | -5% | -4 | 2% | 1% | -46% | -14% | 2% | 1%
Cc1ncc(CN2CCN(Cc3ccccc3)C(CCO)C2)s1 (stereo not drawn) | 18% | -6% | 0 | 16% | 2% | 5% | -18% | 2% | -5%
COc1ccc(NC(=O)CSc2nc3ccc(Nc4nc(N5CCOCC5)nc(N5CCOCC5)n4)cc3s2)cc1 | -3% | -10% | -1 | 37%[activator] | 4% | -25% | -18% | 10% | -6%
CCOc1ccc(NC(=O)C(C)Oc2ccccc2C(=O)Nc2ccc(C)c(Cl)c2)cc1 (stereo not drawn) | -3% | -1% | -1 | 24% | -1% | 5% | -12% | 6% | 4%
CCOC(=O)c1sc(Nc2ccccc2Cl)nc1C | -2% | 0% | 2 | -1% | 6% | -19% | -21% | -2% | 10%
CC(C)(C)C1CCc2onc(C(=O)N3CCOCC3)c2C1 (stereo not drawn) | -6% | 1% | -7 | 11% | 0% | -12% | -8% | 0% | -4%
CCOC(=O)N1CCN(C(=O)c2cc3cc(Cl)ccc3[nH]2)CC1 | -5% | -12% | -3 | 4% | -1% | -26% | -19% | -2% | 8%
COc1ccc(NC(=O)Cn2c(=O)ccc3cc(S(=O)(=O)N4CCCC4)ccc32)cc1Cl | 7% | -1% | -3 | 15%[57.1 µM] | 12% | 12% | -31% | 1%[57.1 µM] | -6%
CCc1ccccc1NC(=O)C1CCN(c2cnccn2)CC1 | -10%&-8% | -2%&0% | -6&-5 | 5%&6% | 6%&1% | -8%&-10% | -16%&-13% | 3%&-3% | -3%&-4%
O=C(N/N=C\c1ccc(-c2ccc([N+](=O)[O-])cc2)o1)C1COc2ccccc2O1 (stereo not drawn) | -2% | 1% | -3 | 0%[57.1 µM] | 3% | -16% | -19% | -18% | -4%
CCC(C)(C)NC(=O)C(OC(=O)c1ccco1)c1ccccc1F (stereo not drawn) | 11% | 2% | -2 | 2%[57.1 µM] | 5% | -33% | -26% | -9% | -3%
CCOC(=O)c1ccccc1NC(=O)N[C@@H](C)C(=O)OC | 0% | 2% | -5 | 31% | 8% | 5% | -3% | 31% | -4%
O=C(N=NC(=O)c1ccc2c(O)n(C3CCCCC3)c(O)c2c1)c1cccnc1 | 0% | 0% | -4 | 33% | 8% | 10% | 2% | 4% | -4%
CCn1cc([N+](=O)[O-])c(C(=O)Nc2ccc(Br)cn2)n1 | -15% | -3% | -4 | 12% | 6% | -8% | 0% | -3% | -5%
Cc1ccc(OCc2nn3c(-c4ccco4)nnc3s2)cc1 | -14% | 0% | -5 | ? | 2% | 10% | 3% | 2% | 1%
Cc1ccc(C)c(Cn2c3ccccc3c3cnn(CC(=O)NCc4ccccn4)c(=O)c32)c1 | 1% | -14% | -5 | -1% | -9% | -19%[56.9 µM] | -12% | -10% | -5%
COc1ccc(C2CC(O)(c3ccccc3)Oc3cc(C)cc(C)c32)cc1 (stereo not drawn) | nt | -12% | nt | 16%[57.1 µM] | nt | -13% | nt | -10% | -1%
CCC[C@@H](CN1CCC[C@H]1CN1C(N)=NC[C@@H]1Cc1ccccc1)N1C[C@@H]([C@H](C)CC)N(CCc2ccc(Cl)c(Cl)c2)C1=N | 0% | 3% | -7 | 1%[57.1 µM] | -15% | -5% | 2% | 5%[57.1 µM] | -5%
Cc1ccc(C(=O)Nc2nnc(CC(=O)N/N=C/c3ccc(O)c(O)c3)s2)cc1 | -5% | 0% | ? | -12%[57.1 µM] | -24% | ? | -26% | -5%[57.1 µM] | 4%
Cc1ccc(-c2nnc(SCC(=O)N/N=C/c3c(C)nn(-c4ccccc4)c3C)n2-c2ccc(C)cc2)cc1 | -9% | 4% | 1 | 22% | -3% | -17% | -10% | 3% | -5%
COc1ccc2nc(NS(=O)(=O)c3ccc(NC(C)=O)cc3)sc2c1 | -1% | -4% | -16 | 17% | -3% | 11% | ? | 6% | -2%
O=C(Nc1ccccc1)c1ccc2c(c1)OCCO2 | 7% | -4% | -4 | 8% | 9% | 0% | -7% | 0% | -6%
Clc1ccc(C2=Nn3c(nnc3-c3cccnc3)SC2)s1 | -6% | 3% | -3 | 21%[57.1 µM] | 1% | 35% | -5% | 9%[57.1 µM] | -4%
CCN=C1SC(C(=O)Nc2cccc(Cl)c2)CC(=O)N1CC (stereo not drawn) | -2% | 1% | -3 | 21% | 0% | -2% | -14% | -3% | -3%
O=C(COc1ccc(Cl)cc1)Nc1nc(-c2cccs2)cs1 | -1% | 0% | -1 | -4% | 3% | -8% | -7% | 2% | -5%
Cc1ccc(C)c(S(=O)(=O)N2CCN(C(=O)C3CCN(c4ncnc5sc(C)c(C)c45)CC3)CC2)c1 | -31% | -14% | -3 | 24% | -1% | 20% | -9% | 2% | -3%
CCOC(=O)Cc1csc(NC(=O)c2cnc3scc(C)n3c2=O)n1 | -12% | 2% | -10 | 29% | -4% | 31% | -6% | 15% | -2%
COC(=O)C(NC(=O)CCc1nnc2ccc(N3CCC(C)CC3)nn12)C(C)C (stereo not drawn) | 2% | 1% | -4 | 28% | -2% | 7% | -18% | 9% | -2%
CC(=O)NN1C(=O)c2ccc(Oc3cccc([N+](=O)[O-])c3)cc2C1=O | 1% | -1% | -4 | 15% | -2% | 11% | -9% | 0% | -1%
COc1ccc2cc(C(c3nnnn3C3CCCC3)N3CCCCCC3)c3nnnn3c2c1 (stereo not drawn) | 7% | 2% | -8 | -3%[57.1 µM] | -11% | -16% | -18% | 1% | 4%

Another view of two compounds above:
Every second line gives: Vif-A3F inh	Vif-A3G inh	LDHA inh	TrxR1 inh	mIDH1 inhibitor	RGS4 inhibitor	USP1 inh	TrxR1 substrate	Glioma ERSR ind
COC(=O)C(NC(=O)CCc1nnc2ccc(N3CCC(C)CC3)nn12)C(C)C (stereo not drawn)
 : 2%	1%	-4	28%	-2%	7%	-18%	9%	-2%
CC(=O)NN1C(=O)c2ccc(Oc3cccc([N+](=O)[O-])c3)cc2C1=O
 : 1%	-1%	-4	15%	-2%	11%	-9%	0%	-1%
